High-throughput results as filed in PubChem BioAssay.
CaV13 ICDI inh: Primary screen for inhibitors of IQ motif and Ca2+-dependent inactivation inhibitor domain binding in CACNA1D, Förster resonance energy transfer in living cells, …. HEK cells, CFP/YFP FRET ICDI-IQ, plate reader, 10 min; percent FRET-ratio fall versus neutral wells. inhibition, % at 12.3 µM. hit rate 0.098% among 340,000. AID 743397;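 active means mean replicate inhibition of at least 30% and at least 1% of replicates passing that level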;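 further: 0% = median of the neutral control wells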
CF NFkB inh: cystic fibrosis NF-kB activation inhibition. KKLEB NF-kB-GFP reporter, PAF-induced, GFP fluorescence overnight. inhibition, % at 5 µM. hit rate 0.86% among 360,000. AID 588850;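 active means at least 50% inhibition at 5 µM, scaled per plate between neutral and stimulator controls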;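 further: PAF is a Pseudomonas aeruginosa culture filtrate used as stimulus; plate controls were PAF-stimulated DMSO wells for no effect and unstimulated DMSO wells for full effect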
NR2E3 ag-1: agonists of human nuclear receptor NR2E3; hit rate 0.12% among 320,000; GST-NR2E3/biotin-RetCOR TR-FRET, 1536-well; Q9Y5X4; inhibition of corepressor binding, % at 4.78 µM; AID 2300;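 active means percent inhibition above the cutoff of mean plus 3 SD of all tested compounds, set per screening campaign, cut at about 20% in these data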;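 further: 0% = DMSO wells and 100% = biotin wells as full block of FRET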
Target sequence (Q9Y5X4 whole entry, looked up): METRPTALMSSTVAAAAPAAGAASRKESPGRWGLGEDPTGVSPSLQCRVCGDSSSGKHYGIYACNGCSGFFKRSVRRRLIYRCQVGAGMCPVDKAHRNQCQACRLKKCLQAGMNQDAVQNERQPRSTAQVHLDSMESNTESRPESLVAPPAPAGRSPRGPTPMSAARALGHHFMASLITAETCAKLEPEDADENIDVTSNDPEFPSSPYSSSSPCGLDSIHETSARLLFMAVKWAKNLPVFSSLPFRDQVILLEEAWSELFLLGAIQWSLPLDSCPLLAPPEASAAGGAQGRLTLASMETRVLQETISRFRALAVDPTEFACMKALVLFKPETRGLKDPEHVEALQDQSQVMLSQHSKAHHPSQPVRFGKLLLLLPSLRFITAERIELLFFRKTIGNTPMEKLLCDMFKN
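Format: 1536-well format; test system: GST-NR2E3 and biotin-RetCOR proteins; read-out basis: percent inhibition of TR-FRET ratio; timing: 5 h incubation at 4 °C; detection: time-resolved FRET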
KKLEB tox: counter-screen for CF NF-kB inhibitors: cytotoxicity. activity change (cytotoxicity), % at 5 µM. KKLEB CF airway cells viability, ATPlite luminescence, overnight; active compounds read low; cells stimulated with P. aeruginosa culture filtrate. hit rate 0.36% among 360,000;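 active means corrected activity change at or below -50% at 5 µM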
PDI inh: inhibitors of human protein disulfide isomerase; hit rate 0.052% among 350,000; PDI insulin aggregation turbidity, A650, 90 min; inhibition, % at 10 µM;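 active means mean inhibition across replicates of 30% or more, whatever share of single replicates reach that level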;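 further: absorbance from insulin aggregation driven by PDI reduction with DTT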
Target sequence (P07237 whole entry, looked up): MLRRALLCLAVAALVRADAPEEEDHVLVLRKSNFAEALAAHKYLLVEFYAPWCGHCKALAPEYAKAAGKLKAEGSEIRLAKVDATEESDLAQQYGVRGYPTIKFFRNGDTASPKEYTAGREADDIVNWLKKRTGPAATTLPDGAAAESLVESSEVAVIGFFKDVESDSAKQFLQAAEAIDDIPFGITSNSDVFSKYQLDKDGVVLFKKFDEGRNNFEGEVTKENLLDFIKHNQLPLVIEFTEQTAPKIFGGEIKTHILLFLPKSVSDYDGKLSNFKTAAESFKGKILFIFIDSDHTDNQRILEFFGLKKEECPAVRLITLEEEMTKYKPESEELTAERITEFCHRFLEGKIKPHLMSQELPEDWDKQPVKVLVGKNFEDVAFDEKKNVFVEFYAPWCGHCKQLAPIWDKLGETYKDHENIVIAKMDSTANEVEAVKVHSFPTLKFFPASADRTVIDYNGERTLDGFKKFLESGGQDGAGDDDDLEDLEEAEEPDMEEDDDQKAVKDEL
NR2E3 ag-2: agonists of human NR2E3 nuclear receptor | AID 602229 | inhibition of corepressor binding, % at 3.98 µM | hit rate 0.35% among 360,000 | CHO-S Gal4-NCOR/VP16-NR2E3 two-hybrid, luciferase;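 active means inhibition above the mean of all tested compounds plus 3 SD, cut at about 70% in these data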;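 further: 0% = DMSO with NR2E3 transfected cells and 100% = cells lacking NR2E3 construct; higher means lower luciferase signal from less NR2E3 corepressor binding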
HIF-2a inh: inhibitors of HIF-2a | 786-0 RCC cells HIF-2a reporter, luciferase luminescence, overnight | hit rate 0.72% among 360,000 | AID 624352 | inhibition, % at 18.8 µM;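 active means inhibition of the luminescence signal of 40% or more relative to plate controls, in a single-dose primary screen at 18.75 µM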
Peg3 prom inh: Peg3 promoter activity inhibition | HeLa PEG-Prom luciferase reporter, luminescence, overnight | inhibition, % at 20 µM | hit rate 1.7% among 360,000 | AID 588405;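 active means inhibition of at least 50% at 20 µM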
Vif imaging: inhibitors of HIV Vif | hit rate 0.35% among 340,000 | HEK293T cells, Vif self-association by quenched fluorescence, imaging, 24 h | inhibition, % at 7.49 µM; in the data active means inhibition above about 50%, passing the limit was not always enough; further: some results filed as inactive read as strong as hits
MITF TRPM1 inh: MITF TRPM1 promoter inhibition in SK-MEL-5 cells. SK-MEL-5 TRPM1 promoter luciferase, 24 h. inhibition, % at 12.5 µM. hit rate 0.83% among 330,000. AID 488899;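 active means mean inhibition across replicates of 60% or more, whatever share of single replicates reaches that level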; further: values of inactives mirror those of a sister screen read the other way
Shn3 inh set2: inhibitors of Schnurri-3 3'UTR reporter in osteoblasts. hit rate 0.52% among 360,000. Clone20 osteoblast Shn3 3'UTR firefly luciferase, 24 h. inhibition, % at 12.5 µM;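 active means mean inhibition of at least 75% with every replicate also reaching 75%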;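 further: 0% = median of neutral control wells and 100% = pilot-screen positive control compound; some compounds past the cut are filed as inactive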
* = called active by the depositor; / = no result given. Outcome played no part in choosing rows. About 3.3% of those tested had a hit in this group.

nr | Compound | CaV13 ICDI inh | CF NFkB inh | NR2E3 ag-1 | KKLEB tox | PDI inh | NR2E3 ag-2 | HIF-2a inh | Peg3 prom inh | Vif imaging | MITF TRPM1 inh | Shn3 inh set2
1 | COc1ccc2[nH]c3c(c2c1)CCN1C(=O)N([C@@H](C)C(=O)NC2CCN(Cc4ccccc4)CC2)C(=O)[C@]31C | / | -11 | -1 | 12 | / | 8 | 10 | -13 | 16 | / | 57
2 | O=C(/C=C/c1ccco1)NCC1CCCO1 (configuration not stated) | / | 10 | 1 | 2 | 7 | 4 | 4 | -4 | 1 | -4 | 7
3 | O=c1[nH]c2cc3c(cc2cc1C(c1nnnn1Cc1ccccc1)N1CCN2CCCC2C1)OCCO3 (configuration not stated) | -6 | 8 | 2 | 3 | 7 | -9 | -9 | 23 | 4 | 8 | -1
4 | O=C(NC1CCCc2ccccc21)C1CCN(S(=O)(=O)c2ccccc2)CC1 (configuration not stated) | -2 | -1 | 0 | 4 | 6 | -32 | 18 | 10 | -9 | -16 | -8
5 | Nc1nc(-c2cccc(Br)c2)cs1 | -8 | -5 | 0 | 10 | -3 | -33 | -205 | -183 | / | -45 | -53
6 | CCCCNC(=O)c1onc(CSc2ccc(F)cc2)c1C(=O)NCCCC | -13 | 12 | 0 | -15 | 4 | -8 | 14 | 0 | / | 3 | -10
7 | Cc1nccc(-c2sc(-c3cccs3)nc2C)n1 | -5 | -7 | 3 | -7 | -9 | -14 | -195 | -164 | 15 | -19 | -73
8 | c1cnc2ccc(C(c3nnnn3C3CCCCC3)N3CCN4CCCC4C3)cc2c1 (configuration not stated) | -3 | 6 | 3 | -12 | -7 | 1 | 5 | 0 | 17 | -3 | -51
9 | CC(=O)c1cccc(OC(=O)C2=CC=CN3CCS(=O)(=O)N=C23)c1 | -6 | -15 | 2 | -7 | -4 | 12 | 0 | 12 | 2 | 3 | -17
10 | O=C(NCc1ccc(F)cc1)c1cc(C2CCCCN2C(=O)c2ccccc2)on1 (configuration not stated) | -7 | 9 | / | -6 | -2 | 10 | 10 | 19 | -5 | / | 0
11 | O=c1cc(CN2CCN(Cc3ccccc3)CC2)c2ccc(O)c(O)c2o1 | -20 | 7 | 1 | -2 | 4 | -10 | 14 | 15 | 7 | 8 | 21
12 | Cc1cc(C)c(C2=CC(=O)C[C@H](c3ccc4c(c3)OCO4)C2)c(C)c1 | -4 | 11 | 4 | -5 | 5 | -4 | -10 | -8 | -3 | 12 | 16
13 | CS(=O)(=O)c1nc(S(=O)(=O)c2ccc(Cl)cc2)c(N2CCC(O)CC2)s1 | -2 | 18 | 1 | 1 | -5 | 2 | 10 | -6 | -3 | 17 | 6
14 | O=C(Cc1ccc(-c2ccccc2)cc1)OCC(=O)N1CCCC1=O | -1 | 6 | -2 | 5 | 3 | -20 | 9 | -6 | 5 | -2 | 6
15 | C=CCn1c(COc2ccc(Cl)cc2)nnc1SCC(=O)Nc1ccc(S(N)(=O)=O)cc1 | -5 | -2 | 1 | -8 | 7 | -14 | 15 | 17 | -13 | 4 | -5
16 | O=C(O)CCCC(=O)N1CCN(c2nc(-c3ccccc3)c3ccccc3n2)CC1 | -6 | -3 | -2 | -8 | 2 | -10 | 10 | 0 | -1 | 5 | 3
17 | CCOc1ccc(N2C(=O)C3C(c4ccccc4)=NN(c4ccccc4)C3C2=O)cc1 (configuration not stated) | -18 | -1 | 2 | 18 | -2 | -4 | 29 | 15 | -10 | 19 | 4
18 | CCC(CC)NC(=O)COc1ccc(OC)cc1C=O | -2 | 1 | 4 | 4 | 5 | -1 | 10 | 14 | -1 | 0 | 2
19 | O=C1C(C=NC2CC2)=C(O)c2ccccc21 | -5 | 11 | -2 | -7 | 1 | -46 | -110 | -76 | -3 | -8 | -23
20 | CN(C(=O)c1ccccc1C(=O)OCC(=O)NCc1cccs1)C1CCCCC1 | -3 | 10 | 1 | 0 | -4 | 30 | 11 | -5 | 1 | 11 | 1
21 | CC(C)Cn1c(SCC(=O)NCc2ccc(Cl)cc2)nnc1-c1cccc(S(=O)(=O)N2CCOCC2)c1 | -7 | 4 | -1 | -2 | -2 | -28 | 24 | 20 | -10 | 9 | -4
22 | CCN(CC)c1ccc(C(NC(C)=O)NC(C)=O)cc1 | -4 | -10 | 3 | 6 | -6 | -21 | 9 | 5 | 0 | 2 | -20
23 | CCCCCn1c(CN(C)Cc2ccccc2)nc2c1c(=O)n(C)c(=O)n2C | / | -29 | / | 12 | -2 | -4 | 13 | 29 | -3 | 12 | 58
24 | CCc1ccc2c(COn3nnc4ccc(S(=O)(=O)N(C)C)cc43)cc(=O)oc2c1 | -6 | 13 | 1 | -12 | 2 | -3 | 5 | -2 | 0 | 8 | -24
25 | CCOc1ccc(/C=N/NC(=O)c2nnn(-c3nonc3N)c2CN2CCC(C)CC2)cc1 | -2 | -25 | -2 | 8 | -7 | 2 | 2 | 11 | -2 | -3 | -24
26 | Cc1oc2ccc(OC(=O)COc3c(F)c(F)c(F)c(F)c3F)cc2c1C(=O)OC(C)C | -1 | 16 | 7 | -10 | -8 | -2 | 4 | -99 | 2 | -33 | -35
27 | COc1cc2c(cc1NC(=O)COC(=O)c1ccc(C(C)(C)C)cc1)oc1ccccc12 | -6 | 2 | 1 | 8 | -3 | -8 | 10 | 0 | 5 | -11 | -8
28 | CC(C)c1cc(C(=O)O)c2ccccc2n1 | -6 | 10 | -2 | -6 | -1 | -16 | 12 | 2 | 3 | -5 | 11
29 | CCOC(=O)C1=C(C)Nc2ncnn2C1c1c[nH]c2ccccc12 (configuration not stated) | -8 | -1 | 0 | 11 | 9 | -2 | -3 | 19 | 8 | -4 | 1
30 | CCOC(=O)N1CCC(NC2CCCCCCC2)CC1 | -6 | 0 | -3 | 3 | -1 | -3 | 9 | 21 | 22 | -1 | -13
31 | CCOC(=O)C1C(c2ccc(O)cc2)NC(=O)NC1(O)C(F)(F)F (configuration not stated) | -4 | -9 | 2 | -7 | 1 | 0 | 18 | -5 | 9 | 0 | 9
32 | Cc1nc(C(F)(F)F)ccc1C(=O)N1CCC1(C)C(=O)NS(=O)(=O)c1ccc2c(c1)CCO2 (configuration not stated) | -13 | -1 | / | 4 | -10 | 9 | 7 | 16 | -7 | / | 14
33 | Cc1ccc(C)c(OCCC(=O)OC(C)C(=O)Nc2c(C)n(C)n(-c3ccccc3)c2=O)c1 (configuration not stated) | -6 | -7 | 5 | 13 | 4 | -2 | 15 | -1 | 3 | 14 | 0
34 | O=c1ccc(-c2ccc(S(=O)(=O)Nc3ccc(F)cc3)s2)n[nH]1 | -5 | -10 | 1 | 14 | -1 | -7 | 12 | 26 | -3 | -11 | -1
35 | CN(C(=O)CSc1nnc(COc2ccccc2F)n1N)C1CCCCC1 | -5 | -14 | -1 | 3 | -4 | 1 | 9 | -8 | 3 | -5 | 3
36 | O=C(O)C1=C[C@@H](c2ccccc2)C[C@@H](OCc2ccc(CO)cc2)O1 | -9 | -18 | 2 | 13 | -4 | -33 | 7 | -2 | -2 | -1 | 3
37 | CCOC(=O)c1[nH]c2ccc(OC)cc2c1NC(=O)CCN1CCc2ccccc2C1 | -2 | -8 | -1 | 0 | 0 | -23 | 5 | 7 | 0 | 12 | -3
38 | Cc1ccc(NC(=O)CC2SCCNC2=O)cc1Cl (configuration not stated) | -4 | 0 | 2 | 6 | -3 | -61 | -142 | -149 | -2 | -48 | -59
39 | CCCCCC(=O)Nc1ccc(-c2nnc3n2CCCCC3)cc1 | -3 | 8 | 2 | 4 | -1 | -1 | 0 | 19 | -3 | -7 | 0
40 | CCOC(=O)Cc1cc(=O)n2[nH]cc(-c3ccc(Cl)cc3)c2n1 | -5 | -6 | 1 | 6 | -7 | 8 | 15 | 5 | 10 | 17 | 4
41 | COc1ccc(OC)c(-c2csc(N(Cc3ccco3)C(=O)c3cccs3)n2)c1 | -3 | 4 | 0 | 5 | 2 | -32 | 20 | 6 | -4 | -2 | 11
42 | COc1ccc(CN(Cc2cccn2C)S(=O)(=O)c2cccc(C(F)(F)F)c2)cc1 | -5 | 13 | 2 | -12 | 6 | -31 | 26 | 20 | -10 | -12 | 8
43 | Cc1cc(NC(=O)CSCC(=O)Nc2ccccc2OC(F)F)no1 | -6 | 4 | -6 | 1 | 2 | 6 | 19 | 12 | 11 | -1 | -35
44 | CC(C)CNC(=O)CSc1nnc(CN2CCCCCC2=O)n1-c1ccccn1 | / | -19 | -2 | -3 | 8 | 5 | 2 | -8 | 0 | -1 | -48

Of the compounds above, these have an NH in an aromatic ring:
nr | Compound | CaV13 ICDI inh | CF NFkB inh | NR2E3 ag-1 | KKLEB tox | PDI inh | NR2E3 ag-2 | HIF-2a inh | Peg3 prom inh | Vif imaging | MITF TRPM1 inh | Shn3 inh set2
1 | COc1ccc2[nH]c3c(c2c1)CCN1C(=O)N([C@@H](C)C(=O)NC2CCN(Cc4ccccc4)CC2)C(=O)[C@]31C | / | -11 | -1 | 12 | / | 8 | 10 | -13 | 16 | / | 57
3 | O=c1[nH]c2cc3c(cc2cc1C(c1nnnn1Cc1ccccc1)N1CCN2CCCC2C1)OCCO3 (configuration not stated) | -6 | 8 | 2 | 3 | 7 | -9 | -9 | 23 | 4 | 8 | -1
29 | CCOC(=O)C1=C(C)Nc2ncnn2C1c1c[nH]c2ccccc12 (configuration not stated) | -8 | -1 | 0 | 11 | 9 | -2 | -3 | 19 | 8 | -4 | 1
34 | O=c1ccc(-c2ccc(S(=O)(=O)Nc3ccc(F)cc3)s2)n[nH]1 | -5 | -10 | 1 | 14 | -1 | -7 | 12 | 26 | -3 | -11 | -1
37 | CCOC(=O)c1[nH]c2ccc(OC)cc2c1NC(=O)CCN1CCc2ccccc2C1 | -2 | -8 | -1 | 0 | 0 | -23 | 5 | 7 | 0 | 12 | -3
40 | CCOC(=O)Cc1cc(=O)n2[nH]cc(-c3ccc(Cl)cc3)c2n1 | -5 | -6 | 1 | 6 | -7 | 8 | 15 | 5 | 10 | 17 | 4

Single records, from the list above. Values in the order: CaV13 ICDI inh	CF NFkB inh	NR2E3 ag-1	KKLEB tox	PDI inh	NR2E3 ag-2	HIF-2a inh	Peg3 prom inh	Vif imaging	MITF TRPM1 inh	Shn3 inh set2
Results for `CCCCCC(=O)Nc1ccc(-c2nnc3n2CCCCC3)cc1` : -3	8	2	4	-1	-1	0	19	-3	-7	0
Results for `CCOC(=O)Cc1cc(=O)n2[nH]cc(-c3ccc(Cl)cc3)c2n1` : -5	-6	1	6	-7	8	15	5	10	17	4
